# D2 antagonist – antagonizes the human D2 dopamine receptor; HEK293 TREx D2 cells, calcium flux, dopamine EC80; inhibition, % at 10 µM; 340,000 tested, 2% active; AID 485344; in the data active = inhibition above about 30%; note: 0% is about no effect
#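 Calcium mobilization kinetics were recorded at 1 s intervals in tetracycline-induced HEK293 T-REx D2 cells, first for 180 s after compound addition and then 180 s after EC80 dopamine.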
# D2 ag – D2 dopamine receptor (human) agonism | P14416 | HEK293 T-REx D2 cells, calcium flux agonist mode | activation, % at 2 µM | 340,000 tested, 0.53% active | AID 485358;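 active = activation over 3 SD above normal in the single-dose calcium agonist read, cut at about 30% in these data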; note: 0% is about no effect
#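 Calcium-flux readout, 1 cycle/sec over 180 s following compound pin transfer, in inducible HEK293 Trex D2 cells (force-coupled); dopamine controls included. Positive calcium responses during this window marked compounds as potential agonists.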
# USP1-UAF1 inh – USP1/UAF1 (human) deubiquitinase inhibition. O94782. recombinant USP1/UAF1, Ub-Rhodamine cleavage fluorescence. Potency, µM (series often up to 57.1 µM), inactives show top-dose activity change, negative = inhibition, usual class: inhibitors. 390,000 tested, 0.23% active. AID 743255; note: potency is the fitted concentration of half-maximal effect; % is set by controls: 0 for no effect and ±100 for the full control effect; nearly all actives have a fitted effect of over 60% in size; inactives centre near -12
#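 USP1/UAF1 complex (1 nM) preincubated 15 min at room temperature with compound, then Ub-Rho substrate (150 nM final) added. Kinetic fluorescence at 480/540 nm over 6 reads at 60 s intervals; 50 mM HEPES pH 7.8, 0.5 mM EDTA, 0.1 mg/ml BSA, 1 mM TCEP, 0.01% Tween-20.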
# TRHR enhancer – TRH receptor (human) allosteric enhancement | P34981 | TRHR cells, fluo-8 calcium fluorescence, EC20 TRH enhancement | enhancement, % at 2 µM | AID 493056 | 360,000 tested, 0.66% active; in the data active = enhancement above about 30%; note: 0% is about no effect
#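 TRHR-expressing cells loaded with fluo-8 calcium dye were read kinetically (ex 480/em 530) during compound addition, then stimulated with an EC20 of TRH (10 nM final). Enhancement of the Gq-mediated intracellular calcium response was scored.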
# TrxR1 substrate – rat thioredoxin reductase 1 substrate activity; Potency, µM (highest dose often 114 µM), for inactives: top-dose activity change, negative = substrate turnover; 390,000 tested, 0.01% active; purified TrxR1 substrate turnover, NADPH consumption readout; O89049; AID 588456; note: potency is the fitted concentration of half-maximal effect; % is set by controls: 0 for no effect and ±100 for the full control effect; nearly all actives have a fitted effect of over 50% in size
# Target sequence (O89049 whole entry, looked up): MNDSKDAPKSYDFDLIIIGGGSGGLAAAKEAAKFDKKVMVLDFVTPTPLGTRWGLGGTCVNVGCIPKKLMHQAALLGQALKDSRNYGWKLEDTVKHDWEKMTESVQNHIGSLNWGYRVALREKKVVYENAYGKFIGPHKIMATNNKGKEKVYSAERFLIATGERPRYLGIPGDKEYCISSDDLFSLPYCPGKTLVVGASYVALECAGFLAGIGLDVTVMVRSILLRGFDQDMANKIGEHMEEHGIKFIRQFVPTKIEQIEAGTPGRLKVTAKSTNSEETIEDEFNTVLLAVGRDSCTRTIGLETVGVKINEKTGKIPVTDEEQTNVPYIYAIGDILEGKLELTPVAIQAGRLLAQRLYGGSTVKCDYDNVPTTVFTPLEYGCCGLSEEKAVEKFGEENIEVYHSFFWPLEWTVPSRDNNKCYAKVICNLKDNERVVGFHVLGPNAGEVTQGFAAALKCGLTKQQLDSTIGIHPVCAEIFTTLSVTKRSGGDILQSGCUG
#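 Rat TrxR1, dispensed at 90 nM, was prereduced with 400 uM NADPH (final) for 5 min at ~22 deg C, then incubated with compound 15 min before 400 uM selenite. A first-read NADPH fluorescence drop versus no-compound background flagged substrates.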
# IDH1 R132H inh – inhibitors of human mutant IDH1 R132H. O75874. IDH1-R132H enzyme, NADPH consumption, diaphorase/resazurin fluorescence. Potency, µM (highest dose often 76.6 µM), inactives show top-dose activity change, negative = inhibition, actives largely listed as inhibitors. 390,000 tested, 0.093% active; note: potency is the fitted concentration of half-maximal effect; % is set by controls: 0 for no effect and ±100 for the full control effect; nearly all actives have a fitted effect of over 65% in size
#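 IDH1-R132H (0.5 ug/mL) preincubated 30 min with compound, then NADPH (0.016 mM) and alpha-KG (2 mM) added; 80 min at RT, pH 7.5. Remaining NADPH coupled via diaphorase/resazurin to fluorescence (540/590 nm); concentration-response curves normalized to no-enzyme control.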
# TRHR ag – agonists of human TRH receptor; TRHR cells, calcium flux fluo-8, FDSS agonist mode; P34981; AID 493084; 360,000 tested, 0.18% active; activation, % at 2 µM; in the data active = activation above about 30%; note: 0% is about no effect
#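 Steps: seed TRHR cells overnight; add fluo-8 no-wash Ca dye, RT 30 min–1.5 h; record 10 s baseline; pin-transfer compounds; monitor fluorescence 1 cycle/s for the agonist window. Calcium increases flag candidate agonists.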
# TrxR1 inh – inhibitors of rat thioredoxin reductase 1 | 390,000 tested, 1% active | recombinant rTrxR1, NADPH fluorescence consumption, selenite substrate | Potency, µM (titrated, usually from 114 µM), for inactives: top-dose activity change, negative = inhibition, most hits filed as inhibitors | O89049 | AID 588453; note: potency is the fitted concentration of half-maximal effect; % is set by controls: 0 for no effect and ±100 for the full control effect; nearly all actives have a fitted effect of over 65% in size
#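 Rat TrxR1 (90 nM in the dispensed reagent) was pre-reduced with 400 uM NADPH for 5 min at room temperature, then incubated with compound for 15 min. After 400 uM selenite was added, NADPH fluorescence (Ex 340/Em 450 nm) was followed for 8 min.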
# PI4K2A block – blocks human PI4K2A kinase activity. Q9BTU6. purified PI4K2A, ADP-Glo luminescence, 1 h; stronger effect = lower value. activity change, negative = inhibition, % at 76.9 µM. 420,000 tested, 0.13% active. AID 1346378; in the data active = activity change below about -50%; inconclusive = mostly about -30% to -49%;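 note: -100% = wells without enzyme as full effect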
# Target sequence (Q9BTU6 whole entry, looked up): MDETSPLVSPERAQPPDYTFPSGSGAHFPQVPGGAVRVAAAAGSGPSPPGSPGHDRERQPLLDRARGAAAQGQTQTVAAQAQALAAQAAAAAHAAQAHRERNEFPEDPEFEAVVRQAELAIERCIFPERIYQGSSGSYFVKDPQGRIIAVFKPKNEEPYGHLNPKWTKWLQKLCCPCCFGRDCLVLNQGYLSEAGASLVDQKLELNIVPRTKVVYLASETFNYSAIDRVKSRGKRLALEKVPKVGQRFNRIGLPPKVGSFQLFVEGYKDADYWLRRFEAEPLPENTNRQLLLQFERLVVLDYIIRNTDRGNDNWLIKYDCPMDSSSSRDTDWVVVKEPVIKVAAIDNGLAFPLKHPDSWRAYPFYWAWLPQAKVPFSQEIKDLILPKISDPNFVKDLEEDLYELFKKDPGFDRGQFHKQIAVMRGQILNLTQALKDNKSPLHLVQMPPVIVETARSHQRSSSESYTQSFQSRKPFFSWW
#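 Compounds are screened against recombinant PI4K2A using PI as substrate and ATP, the latter dispensed at 300 microM. Reactions run one hour at ambient temperature before ADP-Glo detection; full inhibition defined by wells lacking enzyme.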
# The depositor's hits bear a star; ? = inconclusive; nt = no result given; [ ] = another dose, or the depositor's remark. Unless noted, calls come from the whole dose curve; as a rule, active = well fitted inhibition curve with a large enough effect; inconclusive = small, poorly fitted or top-dose-only effect; inactive = no such curve, though single readings can be large or run the other way.
SMILES,D2 antagonist,D2 ag,USP1-UAF1 inh,TRHR enhancer,TrxR1 substrate,IDH1 R132H inh,TRHR ag,TrxR1 inh,PI4K2A block
N#Cc1nc(COc2ccccc2)oc1N1CCCC1,0,0.1,-6%,4,-5%,13%,-0.6,-2%,-4
O=C(Nc1ccc(CN2CCOCC2)cc1)c1ccccc1F,-9,0.4,-4%,4,-1%,-2%,-0.3,9%,-5
Cc1cc(C2C(=O)NC(=O)C2=O)c(C)cc1Br (stereo unspecified),nt,nt,-9%,nt,-5%,-12%,nt,11%,-4
COc1cc(/C=N/NC(=S)NCCN2CCOCC2)cc(OC)c1OC,-11,-0.3,-18%,1,-3%[57.1 µM],5%,-0.3,-18%[57.1 µM],-1
COc1ccc(-c2nsc(NC(=O)COc3ccccc3OC)n2)cc1,nt,-0.8,-8%,1,0%,15%,-1.0,8%,2
CC(C)n1c(N2CCN(C(=O)Nc3ccc(F)cc3F)CC2)nc2ccccc21,6,0.6,-18%,4,4%,6%,-0.5,5%,-3
CC1CCCCC1N=C1NC(C)(C)CS1 (stereo unspecified),-6,0.5,-5%,-8,7%[57.1 µM],-2%,0.7,18%[57.1 µM],-2
CC1CC(C)CN(CCOc2cccc3ccccc23)C1 (stereo unspecified),55*,0.9,-9%,6,1%,-3%,0.7,-4%,0
CC(C)N(C)C(=O)c1ccc(OC2CCN(CCc3ccccc3)CC2)cc1,11,-1.5,-17%,-5,-2%,0%,-0.5,21%,3
CCOC(=O)CCCCC(=O)c1[nH]c(=O)[nH]c1C[n+]1ccc(C)cc1,-12,-0.1,1%,11,-10%,-2%,-0.2,?,1
Cc1cc(NS(=O)(=O)c2ccc(NS(=O)(=O)c3cc(C)c(Cl)cc3Cl)cc2)no1,1,0.1,-14%,-7,8%,-1%,0.2,14%,-5
O=C(CN1C(=O)c2ccccc2C1=O)NCCOc1ccccc1,2,0.1,-9%,0,0%,-4%,0.5,12%,7
CC(C)c1[nH]c(=O)c(C#N)c2c1CSC(C)(C)C2,1,0.0,-12%,-1,0%,5%,0.1,?,-4
CCC(C)[C@H]1CNCCN1CCCc1cc(OC)c(OC)c(OC)c1 (stereo partly specified),3,0.8,-20%,-2,2%,-3%,0.7,7%,1
CCCc1cc(N2CCCC(C(=O)NCC)C2)n2ncnc2n1 (stereo unspecified),-2,1.0,5%,13,2%,-1%,0.4,14%,5
COc1ccc2nc(NC(=O)CSCC(=O)Nc3cc(C)on3)sc2c1,27,0.3,-19%,4,-3%[57.1 µM],8%,-0.4,7%,-5
COc1ccc(NC(=O)C2CCCN(S(=O)(=O)c3cccc4cccnc34)C2)cc1OC (stereo unspecified),-21,1.1,-11%,-1,1%[57.1 µM],1%,0.1,4%[57.1 µM],-1
COC(CNC(=O)c1ccc(N2CCc3ccccc32)c([N+](=O)[O-])c1)OC,3,21,-5%,-3,-6%,4%,0.6,4%,-3
CC(C)CC(=O)Nc1ccc(C(=O)CN2CCN(c3ccc(O)cc3)CC2)cc1,0,0.2,-17%,-5,-4%,-7%,-2.1,?,12
CC(=O)Nc1ccccc1OCc1nnc(-c2ccc(Cl)cc2)o1,-4,0.3,-2%,-1,-1%,0%,-0.8,10%,-2
CC(C)=CCC[C@](C)(O[C@@H]1O[C@H](CO[C@@H]2O[C@H](CO)[C@@H](O)[C@H](O)[C@H]2O)[C@@H](O)[C@H](O)[C@H]1O)C1CC[C@]2(C)C1C(=O)CC1[C@@]3(C)CC[C@H](O[C@H]4O[C@@H](CO)[C@H](O)[C@@H](O)[C@@H]4O)C(C)(C)C3CC[C@]12C (stereo partly specified),nt,nt,-25%,nt,4%,-3%,nt,35%[activator],-2
COc1ccc(CC(NC(C)=O)C(=O)NC2CCN(C(=O)C3CC3)CC2)cc1OC (stereo unspecified),13,0.3,-4%,-4,14%[57.1 µM],6%,0.5,15%,5
COc1ccccc1-c1noc(-c2ccncc2)n1,-5,0.1,-16%,2,-8%[57.1 µM],7%,-0.2,7%[57.1 µM],-8
CCN(CC(=O)Nc1c(F)cccc1F)C(=O)c1cnc(C)cn1,-16,-1.4,-6%,4,5%,-18%,0.3,11%,4
CCc1cccc(NC(=O)CCS(=O)(=O)c2ccc3c(c2)NC(=O)CO3)c1,13,0.7,-17%,-1,-5%,4%,0.6,-6%,-7
CCCCC(Sc1nc2cc3c(cc2c(=O)n1CCCC(=O)NCc1ccc(OC)cc1)OCO3)C(=O)OCC (stereo unspecified),nt,1.3,-5%,4,1%[57.1 µM],-11%,0.1,7%[57.1 µM],-5
CN1CCN(c2nc3c(c(=O)n(C)c(=O)n3C)n2Cc2ccccc2)CC1,-3,-0.5,0%,2,-1%,7%,-0.2,14%,2
O=C(CC(c1ccccc1)c1ccccc1)Nc1ccc(C(=O)O)cc1,5,1.2,-16%,-5,4%,3%,0.7,20%,0
CC(C)(C)c1cc(-c2nc(N)nc(N)n2)cc(C(C)(C)C)c1,-2,5.9,-1%,-7,-14%,5%,-0.2,-7%,-2
CCOCCCNC(=S)N1CCC(NC(=O)C23CC4CC(CC(C4)C2)C3)CC1,-4,0.6,-3%,-8,-5%,19%,0.2,-9%,-3
CCC(C)(C)NC(=O)C(c1ccccc1Cl)N(Cc1cccnc1)C(=O)CCC(=O)Nc1cc(C)on1 (stereo unspecified),10,-0.4,-16%,1,8%[0.0914 µM],-17%,-0.6,4%[57.1 µM],1
O=C(O)CCc1ccc(-c2ccccc2)n1NC(=O)c1sc2ccccc2c1Cl,5,0.7,-9%,-2,-2%,0%,0.3,-8%,-1
CN(c1ccc(C(=O)NC2CCCCC2)cc1)S(=O)(=O)c1ccccc1,nt,nt,-17%,nt,-10%,10%,nt,0%,-7
O=C(Nc1ccc(Br)c2cccnc12)c1ccc(Cn2cc(Cl)cn2)o1,0,0.4,-9%,-3,0%,13%,0.2,-20%,0
O=C(Nc1cccnc1)c1cc(Br)c(Br)s1,-10,0.3,-19%,4,0%[57.1 µM],9%,0.4,3%[57.1 µM],0
O=C(CSCC(=O)N1CCOCC1)Nc1ccccc1,19,0.3,-20%,-5,-6%[57.1 µM],2%,1.6,12%[57.1 µM],-2
COc1ccc(NC(=O)C2CC(c3ccc(Cl)cc3)=NO2)cc1 (stereo unspecified),-19,-0.4,-15%,-4,0%,-2%,-1.0,13%,1
CSc1ccc(CN2CCSCC2)cc1,-14,-1.2,-16%,6,8%[57.1 µM],7%,0.3,14%[57.1 µM],0
CC(=O)c1c(C)[nH]c(C(=O)Nc2cccc(C)n2)c1C,-12,0.3,-20%,3,0%,5%,0.2,3%,0
COc1ccc(-n2c(N)c(C#N)c3ccc([N+](=O)[O-])cc3c2=O)cc1,10,0.8,-13%,-1,-3%,1%,0.7,-11%,-1
Cc1ccc(NC(=O)CC(=O)Nc2ccc(C)cc2)cc1,-23,0.1,-19%,24,-4%[57.1 µM],4%,0.4,34%[57.1 µM],-3
COc1cccc(NC(=O)C(C)C)c1,-4,0.5,-10%,-1,8%[57.1 µM],-7%,0.2,19%[57.1 µM],-2
COc1ccc(-c2[nH]nc3c2C(c2ccsc2)C(C#N)=C(N)O3)cc1 (stereo unspecified),1,-0.2,-5%,4,-3%,-5%,-0.4,?,0
C=CCNS(=O)(=O)c1cccc(C(C)=O)c1,-23,0.2,6%,0,-4%,-1%,0.1,5%,-5
O=C(NNC(=O)c1ccc(-n2cncn2)c([N+](=O)[O-])c1)c1ccc(Cl)cc1,6,0.1,3%,-2,-11%,-9%,-0.3,-5%,3

# Some of the entries above, set out differently:
SMILES	D2 antagonist	D2 ag	USP1-UAF1 inh	TRHR enhancer	TrxR1 substrate	IDH1 R132H inh	TRHR ag	TrxR1 inh	PI4K2A block
O=C(Nc1ccc(Br)c2cccnc12)c1ccc(Cn2cc(Cl)cn2)o1	0	0.4	-9%	-3	0%	13%	0.2	-20%	0
O=C(Nc1cccnc1)c1cc(Br)c(Br)s1	-10	0.3	-19%	4	0%[57.1 µM]	9%	0.4	3%[57.1 µM]	0
O=C(CSCC(=O)N1CCOCC1)Nc1ccccc1	19	0.3	-20%	-5	-6%[57.1 µM]	2%	1.6	12%[57.1 µM]	-2
COc1ccc(NC(=O)C2CC(c3ccc(Cl)cc3)=NO2)cc1 (stereo unspecified)	-19	-0.4	-15%	-4	0%	-2%	-1.0	13%	1
CSc1ccc(CN2CCSCC2)cc1	-14	-1.2	-16%	6	8%[57.1 µM]	7%	0.3	14%[57.1 µM]	0
CC(=O)c1c(C)[nH]c(C(=O)Nc2cccc(C)n2)c1C	-12	0.3	-20%	3	0%	5%	0.2	3%	0

# Next part.
SMILES,D2 antagonist,D2 ag,USP1-UAF1 inh,TRHR enhancer,TrxR1 substrate,IDH1 R132H inh,TRHR ag,TrxR1 inh,PI4K2A block
CCCCN(c1ccccc1)S(=O)(=O)c1ccc2c(c1)CCN2C(=O)CCC(=O)O,7,-0.6,2%,3,-2%,1%,-0.4,27%,2
O=C(Nc1cc2c(cc1Br)OCCO2)c1ccco1,18,3.6,6%,-3,7%[57.1 µM],1%,0.2,10%[57.1 µM],5
COc1ccc(C(=O)Nc2ccc(F)cc2F)cc1OC,7,0.3,-4%,-3,4%,3%,0.3,7%,1
O=C(NCC(c1ccco1)N1CCCC1)c1cn(Cc2ccccc2)nc1-c1ccccc1 (stereo unspecified),-6,-0.1,-8%,4,0%,1%,1.0,-9%,5
O=C(Cc1sc(Nc2ccccc2)nc1-c1ccccc1)NCc1ccccc1,-6,-0.1,0%,8,-6%,2%,-0.1,-3%,-1
CCOC(=O)c1c(C)nn(-c2ncccc2NC(=O)CCC(=O)O)c1C,-15,0.1,-10%,2,-1%[57.1 µM],-9%,-0.7,5%[57.1 µM],2

# Screening data from PubChem BioAssay.
